Pol beta inh: inhibitors of human DNA polymerase beta; Pol beta primer extension/strand displacement, fluorescence kinetic; AID 485314; Potency, µM (series often up to 114 µM), without a hit: at the highest dose activity change, negative = inhibition, actives largely listed as inhibitors; 340,000 compounds, 1.3% hits; further: on the % scale 0 is the no-effect control and ±100 the full control effect
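Curves were derived by four-parameter Hill fits of normalized qHTS data. The kinetic fluorescent primer-extension read was taken at 0 and 10 min after 50 nM substrate, following a 15 min room-temperature preincubation of 10 nM enzyme with compounds.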
POLK inh: blocks human DNA polymerase kappa activity. Q9UBT6. purified Pol kappa, fluorescent DNA synthesis assay, 10 min. Potency, µM (doses to about 107 µM), for inactives: top-dose activity, negative = inhibition, usual class: inhibitors. 400,000 compounds, 0.53% hits; further: on the % scale 0 is the no-effect control and ±100 the full control effect
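50 nM final substrate added after 15 min RT preincubation of 10 nM Pol kappa with compound; fluorescence read at 0 and 10 min.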
APE1 inh: APE1 (human) endonuclease inhibition; AID 2517; Potency, µM (series often up to 65.8 µM), for the others: at the highest dose activity change, negative = inhibition, most hits filed as inhibitors; 350,000 compounds, 0.35% hits; recombinant APE1, TAMRA/BHQ-2 abasic DNA cleavage fluorescence;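 further: plate controls were vehicle for no effect and reference inhibitor for full effect; nearly all actives have a fitted effect of over 55% in size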
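Measures dequenching upon AP-site incision of a 5'-TAMRA/3'-BHQ-2 THF-containing duplex, 50 nM; human APE1 0.75 nM after 15 min room-temperature exposure to compound; kinetic three-point read at one-minute spacing.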
JMJD2A Tudor: JMJD2A Tudor domain (human) inhibition. O75164. AlphaScreen JMJD2A-Tudor / H3K4me3 peptide binding. Potency, µM (series often up to 114 µM), for inactives: at the top dose activity change, negative = inhibition, usual class: inhibitors. 390,000 compounds, 4.4% hits. AID 504339; further: on the % scale 0 is the no-effect control and ±100 the full control effect; nearly all actives have a fitted effect of over 50% in size
Pol eta inh: DNA polymerase eta (human) inhibition | recombinant Pol eta, fluorescent DNA replication assay | Potency, µM (top dose mostly 114 µM), inactives show at the highest dose activity change, negative = inhibition, usual class: inhibitors | 390,000 compounds, 1.2% hits | AID 588591; further: on the % scale 0 is the no-effect control and ±100 the full control effect
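Pol eta (10 nM) was preincubated with compounds for 15 min at room temperature, after which fluorescent replication substrate (50 nM final) was added to start the reaction. Fluorescence was read kinetically at 0 and 10 min.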
Pol iota inh: inhibitors of human DNA polymerase iota; Potency, µM (series often up to 115 µM), for inactives: at the top dose activity, negative = inhibition, hits mostly inhibitors; 390,000 compounds, 1% hits; Q9UNA4; AID 588590; Pol iota fluorescent replication assay, 10 min
Target sequence (Q9UNA4 whole entry, looked up): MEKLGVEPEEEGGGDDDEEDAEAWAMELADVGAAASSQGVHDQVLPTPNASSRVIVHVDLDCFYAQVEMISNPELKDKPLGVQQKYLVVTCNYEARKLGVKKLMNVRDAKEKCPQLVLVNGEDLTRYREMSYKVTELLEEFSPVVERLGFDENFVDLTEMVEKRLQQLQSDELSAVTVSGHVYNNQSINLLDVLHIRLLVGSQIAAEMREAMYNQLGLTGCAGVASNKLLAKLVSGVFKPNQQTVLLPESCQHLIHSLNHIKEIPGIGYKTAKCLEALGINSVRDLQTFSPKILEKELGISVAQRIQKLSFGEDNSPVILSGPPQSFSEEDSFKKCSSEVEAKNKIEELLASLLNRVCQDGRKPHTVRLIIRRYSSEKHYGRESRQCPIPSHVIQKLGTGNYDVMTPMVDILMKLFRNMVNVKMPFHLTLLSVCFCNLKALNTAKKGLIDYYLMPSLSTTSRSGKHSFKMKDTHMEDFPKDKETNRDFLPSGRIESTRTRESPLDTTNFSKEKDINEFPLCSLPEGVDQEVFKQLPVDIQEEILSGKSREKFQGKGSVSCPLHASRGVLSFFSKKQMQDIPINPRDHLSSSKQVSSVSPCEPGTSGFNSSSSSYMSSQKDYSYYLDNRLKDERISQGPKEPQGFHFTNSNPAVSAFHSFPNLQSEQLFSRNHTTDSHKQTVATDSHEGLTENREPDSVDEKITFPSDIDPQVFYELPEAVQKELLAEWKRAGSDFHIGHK
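Pol iota at 10 nM preincubated 15 min with compounds at room temperature; reaction started with fluorescent substrate, 50 nM final. Fluorescence read kinetically at 0 and 10 min; buffer-only wells as negative control.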
BAZ2B block: inhibitors of human BAZ2B bromodomain; Q9UIF8; Potency, µM (top dose mostly 114 µM), without a hit: top-dose activity change, negative = inhibition, hits mostly inhibitors; AlphaScreen BAZ2B-H3K14Ac peptide displacement; AID 504333; 360,000 compounds, 4.4% hits; further: on the % scale 0 is the no-effect control and ±100 the full control effect; nearly all actives have a fitted effect of over 60% in size
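Inhibition is scored as reduced AlphaScreen emission. The BAZ2B/b-H3(5-23)K14Ac complex (50 nM each) in PBS pH 7.4, 0.01% Tween-20 meets compound (up to 110 uM) for 30 min at RT before bead addition.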
G9a inh: inhibitors of human histone lysine methyltransferase G9a; G9a H3K9 monomethylation, AlphaScreen, 2 h; Potency, µM (top dose mostly 102 µM), for the others: at the highest dose activity, negative = inhibition, actives largely listed as inhibitors; 350,000 compounds, 8.8% hits; further: on the % scale 0 is the no-effect control and ±100 the full control effect; nearly all actives have a fitted effect of over 75% in size
Target sequence (Q96KQ7 913-1193 limits assumed): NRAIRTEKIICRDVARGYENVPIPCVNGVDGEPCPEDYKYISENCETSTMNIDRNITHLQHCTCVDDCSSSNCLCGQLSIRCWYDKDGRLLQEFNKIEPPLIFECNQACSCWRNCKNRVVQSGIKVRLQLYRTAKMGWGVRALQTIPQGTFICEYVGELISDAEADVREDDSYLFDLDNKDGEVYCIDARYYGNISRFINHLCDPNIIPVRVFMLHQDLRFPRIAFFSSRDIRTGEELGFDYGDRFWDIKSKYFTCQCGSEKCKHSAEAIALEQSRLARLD
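G9a (20 nM) preincubated 15 min RT with compounds, then 500 nM biotinylated H3K9 peptide and 20 uM SAM added; 2 h RT reaction. Monomethyl-H3K9 product detected by AlphaScreen with anti-H3K9me1 antibody, streptavidin donor and anti-rabbit IgG acceptor beads.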
BLM helicase inh: Bloom syndrome helicase (human) inhibition | recombinant BLM DNA unwinding, fluorescence dequenching | Potency, µM (top dose mostly 56.1 µM), for inactives: top-dose activity change, negative = inhibition, most hits filed as inhibitors | 350,000 compounds, 0.2% hits;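 further: plate controls were vehicle for no effect and no enzyme for full effect; nearly all actives have a fitted effect of over 35% in size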
* = called active by the depositor; ? = inconclusive; nt = no result given; & = joins results of further samples; [ ] = remark or other dose. The call rests on the fitted dose curve; in most records, active means well fitted curve in the direction sought with a large enough effect; inconclusive means small, poorly fitted or top-dose-only effect, or another doubt; inactive means no such curve, though single readings can be large; an effect the other way counts as inactive or inconclusive. Potency means the concentration at half of the fitted maximal effect.

Each structure is followed by: Pol beta inh, POLK inh, APE1 inh, JMJD2A Tudor, Pol eta inh, Pol iota inh, BAZ2B block, G9a inh, BLM helicase inh
CCOC(=O)c1c(C)nc(-c2ccccc2)nc1N
→ -5%, 2%, -8%, 7%, -15%, -2%, 5%, 15%[12.7 µM], -4%
CCC(=O)c1cn(CC(=O)Nc2ccc(OC)cc2)c2ccccc12
→ -20%, -4%, 7%, -13%, -14%, 21%, -1%, nt, 0%
CN(C)c1ncc2nc(-c3ccc(Cl)cc3)c(=O)n(C3CC3)c2n1
→ nt, -3%[60.1 µM], 17%, nt, nt, nt, nt, 4%[12.7 µM], 2%
COc1cc(/C=C2\NC(=O)NC2=O)cc(Br)c1OC
→ -4%, -1%, -6%, -7%, -8%, 174%[activator], -2%, 80%[activator], -8%
CCN(C(=O)COC(=O)c1cccs1)c1c(N)n(Cc2ccccc2)c(=O)[nH]c1=O
→ nt, -18%, 2%, -8%, -2%, 40%[activator], 11%, 5%[0.501 µM], nt
COC(=O)c1ccccc1NC(=S)NC(=O)c1ccc2ccccc2c1
→ 0%, -11%, -3%, ?, -10%, -7%, ?, -18%[59 µM], -3%
COc1ccc2sc(-c3ccccc3OC)c(C#Cc3cncn3C)c2c1
→ nt, 5%, -14%, 40µM*, -12%, -13%, nt, nt, nt
O=C1CCC(=O)O1
→ nt, 0%, 34%&3%, -18%, -3%, -16%, 1%, -18%[0.501 µM], nt
COc1ccccc1C(=O)NCCC(=O)N(Cc1ccco1)Cc1cccs1
→ -12%, -12%, 8%, -31%, 3%, -3%, ?, nt, -4%
CCCCn1c(N)c(N(CCOC)C(=O)C2CCN(S(=O)(=O)c3ccc(C)c(C)c3)CC2)c(=O)[nH]c1=O
→ nt, -9%, 9%, -18%, -21%, 41%[activator], -5%, 50µM*, nt
COc1nc(-c2ccccc2)ccc1-c1noc(-c2cccnc2)n1
→ 30%, -4%, -6%, -16%, -11%, -15%[58.9 µM], -32%, ?, -3%
CCOC(=O)c1ccc(N2Cc3ccccc3C2=NC(=O)c2cccs2)cc1
→ 7%, -14%, 1%, -15%, -12%, -3%, -19%, 20%[59 µM], -2%
Cc1ccc(/C=N/Nc2nnc(Cl)c3ccccc23)cc1
→ 6%, -2%, 2%, -28%, 0%, 30%[activator], ?, 45µM*, -9%
COc1ccccc1CNC(=O)c1cc2ccccc2o1
→ 3%, 10%, 20%, -9%, -14%, 19%, 10%, 23%, -2%
O=C(Nc1ccccc1C(=O)NCCCn1ccnc1)c1ccccc1
→ 9%, -6%, 2%, -23%, -2%, 0%, -5%, -16%, -7%
CC1CCN(CCCNS(=O)(=O)c2ccc3c(c2)CCN3C(=O)C2CC2)CC1
→ -22%, -11%, 55%[activator], -13%, -21%, 26%, -1%, 49%[activator], 4%
COCCn1c(CN2CCN(C)CC2)nc2c1c(=O)n(C)c(=O)n2C
→ -21%, -3%, ?, -15%, -11%, ?, 5%, -13%, 3%
CC1CCC2(CC1)NC(=O)N(CC(=O)c1ccc[nH]1)C2=O (stereo unspecified)
→ 3%, -16%, -1%, 0%, -11%, 0%, 6%, 23%[59 µM], -5%
CCOC(=O)c1cc2c(ccn2C)n1Cc1cc(C)ccc1C
→ 15%, -12%, -3%, 25µM*, -12%, 0%, 50µM*, 50µM*, -11%
Cc1cc(O)c(C(C)C)cc1N=Cc1cc([N+](=O)[O-])ccc1O
→ 3%, -22%, 12%, -21%, -7%, ?, -11%, nt, -7%
CCN(CC)S(=O)(=O)c1ccc(/C=C/C(=O)N(c2ccccn2)C2CCCCC2)cc1
→ 8%, -11%, -2%, -9%, 0%, 45%[activator], nt, 9%, 2%
CCOc1ccc(C(=O)Nc2ccc(CN3CCOCC3)cc2)cc1Cl
→ 10%, -4%, 14%, 0%, -19%, -7%, 0%, 8%[59 µM], 1%
Cc1ccc2cc(C)c(SCC#N)nc2c1
→ -6%, 0%, -1%, 99%[activator], -13%, 0%, 85%[activator], 164%[activator], -4%
CCOc1ccccc1NC(=O)C1=C(C)NC(=O)NC1c1cccc(OC)c1OC (stereo unspecified)
→ -18%, -12%, -7%, -6%, -14%, -10%, 1%, 30%[12.7 µM], 0%
Cc1ccc(-c2nn(-c3ccccc3)cc2C(=O)Nc2ccc(C(=O)O)cc2)cc1
→ 2%, 3%, 1%, -4%, -13%, 50%[activator], -32%, ?, -5%
CCC(C)c1ccc(OCC(=O)Nc2ccc(Cl)cn2)cc1 (stereo unspecified)
→ 1%, -3%, -4%, 1%, -5%, -4%, 12%, 13%[12.7 µM], -4%
CCCN1C(=O)/C(=C/c2c(NCCCOC(C)C)nc3c(C)cccn3c2=O)SC1=S
→ -12%, -8%, -3%, -10%, -20%, -7%, -25%, -10%[59 µM], 1%
Cc1cccc(CNC(=O)CN2C(=O)CSc3c2c(C)nn3-c2ccccc2)c1
→ -1%, -5%, nt, -14%, -18%, 16%, -4%, 11%[59 µM], -1%
C=CCc1cccc(/C=N/NC(=O)C[n+]2ccccc2)c1O
→ 1%, -18%, 24%, ?, -9%, -11%, -20%, -4%, 1%
COC(=O)c1ccccc1Sc1snnc1C
→ -1%, 7%, 6%, 11%, -9%, 66%[activator], -1%, 36%[12.7 µM], -12%
COc1cccc(/C=C2\Oc3cc(OCC(=O)N4CCCC4)ccc3C2=O)c1OC
→ -25%, -22%, -35%, -7%, -19%, 1%, -25%, -21%, -8%
CCc1ccc(CNC(=O)c2nn(-c3ccc(C)cc3)c(=O)c3c2c2ccccc2n3C)cc1
→ 3%, -12%, nt, ?, -10%, 12%, nt, -2%[59 µM], -5%
CCc1cccc2c(C(=O)CN3C(=O)NC4(CCCCCC4)C3=O)c[nH]c12
→ nt, -21%, -6%, -8%, -22%, 4%, 4%, ?, nt
O=C(CC1C(=O)NCCN1CC1CCCCC1)NCc1cc(F)ccc1F (stereo unspecified)
→ 2%, 2%, 4%, 11µM*, -15%, 59%[activator], -3%, nt, -2%
N#Cc1c(C(F)(F)F)cc(-c2ccc(Cl)c(Cl)c2)nc1SCCN1CCOCC1
→ -7%, 5%, 0%, -6%, -10%, -7%[58.9 µM], -6%, 56µM*, 1%
COC(=O)c1cc(Nc2cc(C)nc3ncnn23)cc(C(=O)OC)c1
→ -8%, 5%, 1%, -8%, -12%, 19%, -3%, ?, -7%
COc1ccc(OC)c(-n2cnc3cc(C(=O)NCCCN4CCOCC4)ccc32)c1
→ 16%, -18%, -1%, ?, -4%, -10%, ?, 5%[12.7 µM], 5%
COc1ccc(CNC(=O)CN(Cc2ccc(OC)cc2)C(=O)CCC(=O)Nc2ccccn2)cc1
→ -18%, -1%, 38%[activator], -10%, -9%, 7%, -20%, 33%, -2%
NC(=O)CCSC(=S)N1CCOCC1
→ 2%, 16%, -5%, -1%, -9%, 18%, -3%, 28%, -5%
Cc1nc2cc(-c3ccc(Br)cc3)[nH]n2c(=O)c1Cl
→ 13%, -16%, -23%, -16%, -9%, 13%, -17%, 21%, -6%

Whole records from above.
N#Cc1c(C(F)(F)F)cc(-c2ccc(Cl)c(Cl)c2)nc1SCCN1CCOCC1 is entered as Pol beta inh = -7%; POLK inh = 5%; APE1 inh = 0%; JMJD2A Tudor = -6%; Pol eta inh = -10%; Pol iota inh = -7%[58.9 µM]; BAZ2B block = -6%; G9a inh = 56µM*; BLM helicase inh = 1%
Cc1nc2cc(-c3ccc(Br)cc3)[nH]n2c(=O)c1Cl is entered as Pol beta inh = 13%; POLK inh = -16%; APE1 inh = -23%; JMJD2A Tudor = -16%; Pol eta inh = -9%; Pol iota inh = 13%; BAZ2B block = -17%; G9a inh = 21%; BLM helicase inh = -6%

Following part
Each structure is followed by: Pol beta inh, POLK inh, APE1 inh, JMJD2A Tudor, Pol eta inh, Pol iota inh, BAZ2B block, G9a inh, BLM helicase inh
COc1ccc(CNC(=O)C(NC(C)=O)C(=O)Nc2ccc(OC)cc2)cc1 (stereo unspecified)
→ -3%, -15%, -1%, -8%, -9%, 12%, 6%, 11%, -3%
COc1ccccc1NC(=O)c1cc2c(cc1Cl)N1CCCCCC1=NS2(=O)=O
→ nt, -7%, -3%, -1%, -6%, -14%, nt, nt, nt
Cc1ccc(O)c(NC(=O)c2cc3nc4c(c(C(F)(F)F)n3n2)CCc2ccccc2-4)c1
→ 23%, -5%, -3%, 2%, -3%, -12%, -4%, 14%[2.33 µM], -1%
COc1ccc(CNC(=O)c2cccs2)cc1
→ 21%, -4%, -11%, 1%, -18%, 23%, 13%, 7%[59 µM], -1%
CCOC(=O)C1CCCc2c1[nH]c1ccc(Cl)cc21 (stereo unspecified)
→ 11%, -2%, 3%, -22%, -27%, 65%[activator], -28%, -4%, -9%

Results in JMJD2A Tudor, Pol eta inh and BAZ2B block (4 entries from above):
structure	JMJD2A Tudor	Pol eta inh	BAZ2B block
Cc1ccc(O)c(NC(=O)c2cc3nc4c(c(C(F)(F)F)n3n2)CCc2ccccc2-4)c1	2%	-3%	-4%
COc1ccc(CNC(=O)c2cccs2)cc1	1%	-18%	13%
COc1ccc(CNC(=O)C(NC(C)=O)C(=O)Nc2ccc(OC)cc2)cc1 (stereo unspecified)	-8%	-9%	6%
COc1ccccc1NC(=O)c1cc2c(cc1Cl)N1CCCCCC1=NS2(=O)=O	-1%	-6%	nt

The list is partial (hit frequency here may not be typical).
